Mtb BioA inh – inhibitors of Mycobacterium tuberculosis BioA enzyme. AID 602481. inhibition, % at 9.99 µM. purified M. tuberculosis BioA enzyme, plate reader. actives 0.096% (n = 360,000); in the data active = inhibition above about 40%; inconclusive = no clear call, values can overlap the other calls
Rv3671c protease – Rv3671c (M. tuberculosis) protease inhibition; inhibition, % at 5.96 µM; P9WHR9; AID 2606; actives 0.048% (n = 320,000); in the data active = inhibition above about 38%;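 note: extracellular domain of Rv3671c used as enzyme; 0% = enzyme with DMSO and 100% = no enzyme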
Mtb FBA inh – Mtb fructose-bisphosphate aldolase inhibition | AID 588726 | inhibition, % at 1 µM | purified M. tuberculosis FBA, fluorescence read-out | actives 2.3% (n = 360,000) | P9WQA3; in the data active = inhibition above about 27%;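 note: 0% = vehicle and 100% = reference inhibitor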
Target sequence (P9WQA3 whole entry, looked up): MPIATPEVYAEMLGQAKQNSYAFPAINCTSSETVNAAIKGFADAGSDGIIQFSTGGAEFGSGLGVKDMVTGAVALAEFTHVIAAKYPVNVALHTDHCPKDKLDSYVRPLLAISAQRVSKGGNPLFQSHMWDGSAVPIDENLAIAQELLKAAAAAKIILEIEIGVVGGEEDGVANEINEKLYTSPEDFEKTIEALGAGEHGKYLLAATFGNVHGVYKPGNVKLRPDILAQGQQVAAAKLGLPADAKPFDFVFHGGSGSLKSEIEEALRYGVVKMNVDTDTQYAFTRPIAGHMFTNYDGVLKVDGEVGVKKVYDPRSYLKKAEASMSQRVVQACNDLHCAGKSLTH
MazEF act – increases E. coli MazEF RNase cleavage of RNA; FAM/BHQ RNA-DNA oligo cleavage fluorescence, 5 h; actives 0.32% (n = 350,000); activation, % at 20 µM; in the data active = activation above about 50%
Target sequence (P0AE70 whole entry, looked up): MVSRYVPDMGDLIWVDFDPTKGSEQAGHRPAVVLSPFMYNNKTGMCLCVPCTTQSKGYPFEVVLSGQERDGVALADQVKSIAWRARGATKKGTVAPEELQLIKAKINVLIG
PrPC surface inh – cell surface PrPC inhibition, primary TR-FRET screen; P04156; TR-FRET read-out; inhibition, % at 13.8 µM; actives 0.43% (n = 370,000); in the data active = inhibition above about 24%; note: 0% = median of the test wells and 100% = reference compound wells
BoNT F protease – inhibitors of Botulinum neurotoxin F light chain protease; Multiplex microsphere protease cleavage assay, flow cytometry; inhibition, % at 10 µM; actives 0.22% (n = 360,000); AID 588497; in the data active = inhibition above about 35%, passing the limit was not always enough; inconclusive = no clear call, values can overlap the other calls; note: plate controls were buffer without enzyme for full effect and enzyme alone for no effect
UGM FP inh – Mtb UDP-galactopyranose mutase inhibition | inhibition, % at 10 µM | P9WIQ1 | purified UGM, fluorescence polarization probe displacement | actives 0.06% (n = 320,000) | AID 504406; in the data active = inhibition above about 10%, passing the limit was not always enough; inconclusive = no clear call, values can overlap the other calls
Target sequence (P9WIQ1 whole entry, looked up): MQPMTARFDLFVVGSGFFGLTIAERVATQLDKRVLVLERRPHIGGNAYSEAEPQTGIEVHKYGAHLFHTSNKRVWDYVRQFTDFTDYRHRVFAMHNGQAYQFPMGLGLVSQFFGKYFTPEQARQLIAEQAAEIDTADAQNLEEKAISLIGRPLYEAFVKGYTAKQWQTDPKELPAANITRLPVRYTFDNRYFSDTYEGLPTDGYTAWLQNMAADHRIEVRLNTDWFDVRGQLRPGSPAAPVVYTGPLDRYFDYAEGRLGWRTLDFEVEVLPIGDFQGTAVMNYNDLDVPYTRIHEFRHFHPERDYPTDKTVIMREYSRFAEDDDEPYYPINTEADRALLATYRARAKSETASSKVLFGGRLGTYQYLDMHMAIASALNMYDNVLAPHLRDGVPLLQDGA
GDH-TPI inh – inhibits GDH-TPI coupling enzymes, artifact for Mtb FBA screen. GDH-TPI coupled enzyme counterscreen, NADH absorbance. inhibition, % at 4.8 µM. actives 1.2% (n = 360,000); in the data active = inhibition above about 30%;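 note: 0% = DMSO wells and 100% = wells lacking the enzyme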
FadD28 binding – inhibitors of Mycobacterium tuberculosis FadD28 bisubstrate binding. FadD28 bisubstrate probe binding, fluorescence polarization. inhibition, % at 12.5 µM. actives 0.22% (n = 360,000). AID 588549; in the data active = inhibition above about 8.5%, passing the limit was not always enough; inconclusive = no clear call, values can overlap the other calls
An asterisk follows results filed as active; ? = inconclusive; · = no result given; & = joins results of further samples.

SMILES	Mtb BioA inh	Rv3671c protease	Mtb FBA inh	MazEF act	PrPC surface inh	BoNT F protease	UGM FP inh	GDH-TPI inh	FadD28 binding
Cc1ccc(N2CCCn3c2cc(C)c(C#N)c3=O)cc1C	-1.0	0	5	0	-1	2	-0.7	39*	0.0
C[C@@H]1CCCCO[C@@H](CN(C)Cc2ccc(Cl)c(Cl)c2)[C@@H](C)CN([C@H](C)CO)C(=O)c2cc(NC(=O)Nc3ccccc3)ccc2O1	-1.3&-1.2	·	0	·	1	-2	·	·	-2.2
CCCCn1c(NCc2cc(C)ccc2O)nc2ccccc21	0.0	·	0	1	5	-3	·	6	-1.2
O=C(Nc1nc(-c2ccccc2)c(-c2ccccc2)s1)c1ccc(S(=O)(=O)N(CCCl)CCCl)cc1	-0.4	-20	1	0	-4	-7	2.8	13	-2.5
CCCCn1c(CNC(C)=O)nc2ccccc21	-0.7	4	-2	10	-2	2	-2.2	4	-2.0
O=C(COc1ccc([N+](=O)[O-])cc1)N/N=C/c1ccccn1	-0.5	8	-1	3	-1	?	-0.5	4	-3.8
COc1ccc(Cl)cc1NC(=O)C/C(C)=N/NC(=O)c1ccccc1[N+](=O)[O-]	2.8	-9	-1	9	-7	-13	0.6	1	0.4
CCOC(=O)CC(NC(=O)c1ccco1)c1ccc(C)cc1 (stereo unspecified)	-1.2	4	1	-2	-9	-5	-1.5	6	-2.0
COc1ccc(SCCN2CC[C@@H](NC(=O)OCc3ccccc3)CCC2=O)cc1	1.5	0	-1	0	0	-6	0.2	-3	-4.3
CCN(CC)C(=O)/C(=C\c1ccc2c(c1)OCO2)NC(=O)c1ccc(Br)cc1	·	-4	0	6	4	-2	-1.2	5	-1.8
COc1cccc(C2=CC(=O)C[C@H](c3ccc(Cl)cc3)C2)c1	5.1	1	0	-7	-16	2	-0.6	13	-1.8
COc1ccc(Br)cc1CNC(=O)C1CCN(S(=O)(=O)N2CCCCC2)CC1	-0.3	4	3	1	2	-12	-0.6	6	-2.2
NC1=C(Br)C(=O)c2ccccc2C1=O	-0.4	-45	0	11	-42	12	-2.7	6	0.5
Cc1ccc(N2C(=O)NC(=O)/C(=C\c3cccn3C(C)(C)C)C2=O)cc1	·	2	-2	-29	0	-4	0.1	8	0.0
CC(C)Oc1cccc(C(=O)Nc2ccc(Br)cc2F)c1	·	-6	-1	-12	1	10	0.1	3	-1.3
CC1(C)OC2OC(C(=O)N/N=C/c3ccccc3F)C3OC(C)(C)OC3C2O1 (stereo unspecified)	-0.2	-2	0	2	1	-8	1.0	-1	-0.2
CCO[C@@H]1OC(C(=O)NCc2ccccc2)=C[C@H](C2CCCCC2)[C@H]1CCCO	-1.1	-4	6	6	1	10	0.0	6	-1.0
CC(=O)Oc1ccccc1N(C(C)=O)S(=O)(=O)c1cccc([N+](=O)[O-])c1	·	2	-4	-3	-14	-1	0.0	-1	-3.5
O=C(CCC1CCCN(C(=O)CC2=CCCCC2)C1)N1CCN(c2ccccn2)CC1 (stereo unspecified)	0.7	-5	9	3	7	2	1.0	7	-2.7
O=C(CN(C(=O)c1csnn1)c1ccc(F)c(Cl)c1)NCc1ccccc1	-2.3	2	-2	4	-1	-2	-0.3	-5	-5.8
CCc1nc(NCC(C)C)c(C#N)c2c1COC(C)(C)C2	-1.4	3	-3	0	-3	2	2.0	1	-0.7
COc1ccc(C(=O)NC2(C(F)(F)F)C(=O)N(Cc3ccco3)C3=C2C(=O)CC(C)(C)C3)cc1OC (stereo unspecified)	·	3	-3	-11	7	4	-5.5	1	-1.0
Oc1ccc(C[C@H]2CNCCN2CCc2cccc3ccccc23)cc1	-0.6	-2	1	15	-12	-15	3.1	7	-2.4
COCCN(CCOC)S(=O)(=O)c1ccc(C(=O)Nc2nnc(C)o2)cc1	-2.1	-2	-4	9	0	-2	0.4	1	0.2
Cc1cc(C)c2c(CN3CCCCC3)cc(=O)oc2c1	·	-2	1	6	-2	?	-1.8	-1	-1.9

Sorted by molar mass (ascending): some entries from above.
SMILES	Mtb BioA inh	Rv3671c protease	Mtb FBA inh	MazEF act	PrPC surface inh	BoNT F protease	UGM FP inh	GDH-TPI inh	FadD28 binding
NC1=C(Br)C(=O)c2ccccc2C1=O	-0.4	-45	0	11	-42	12	-2.7	6	0.5
Cc1cc(C)c2c(CN3CCCCC3)cc(=O)oc2c1	·	-2	1	6	-2	?	-1.8	-1	-1.9
CCc1nc(NCC(C)C)c(C#N)c2c1COC(C)(C)C2	-1.4	3	-3	0	-3	2	2.0	1	-0.7
Cc1ccc(N2C(=O)NC(=O)/C(=C\c3cccn3C(C)(C)C)C2=O)cc1	·	2	-2	-29	0	-4	0.1	8	0.0
CC(C)Oc1cccc(C(=O)Nc2ccc(Br)cc2F)c1	·	-6	-1	-12	1	10	0.1	3	-1.3
CC(=O)Oc1ccccc1N(C(C)=O)S(=O)(=O)c1cccc([N+](=O)[O-])c1	·	2	-4	-3	-14	-1	0.0	-1	-3.5
CC1(C)OC2OC(C(=O)N/N=C/c3ccccc3F)C3OC(C)(C)OC3C2O1 (stereo unspecified)	-0.2	-2	0	2	1	-8	1.0	-1	-0.2
COCCN(CCOC)S(=O)(=O)c1ccc(C(=O)Nc2nnc(C)o2)cc1	-2.1	-2	-4	9	0	-2	0.4	1	0.2
CCO[C@@H]1OC(C(=O)NCc2ccccc2)=C[C@H](C2CCCCC2)[C@H]1CCCO	-1.1	-4	6	6	1	10	0.0	6	-1.0
O=C(CCC1CCCN(C(=O)CC2=CCCCC2)C1)N1CCN(c2ccccn2)CC1 (stereo unspecified)	0.7	-5	9	3	7	2	1.0	7	-2.7
COc1ccc(SCCN2CC[C@@H](NC(=O)OCc3ccccc3)CCC2=O)cc1	1.5	0	-1	0	0	-6	0.2	-3	-4.3
CCN(CC)C(=O)/C(=C\c1ccc2c(c1)OCO2)NC(=O)c1ccc(Br)cc1	·	-4	0	6	4	-2	-1.2	5	-1.8
COc1ccc(Br)cc1CNC(=O)C1CCN(S(=O)(=O)N2CCCCC2)CC1	-0.3	4	3	1	2	-12	-0.6	6	-2.2
COc1ccc(C(=O)NC2(C(F)(F)F)C(=O)N(Cc3ccco3)C3=C2C(=O)CC(C)(C)C3)cc1OC (stereo unspecified)	·	3	-3	-11	7	4	-5.5	1	-1.0

The list continues.
SMILES	Mtb BioA inh	Rv3671c protease	Mtb FBA inh	MazEF act	PrPC surface inh	BoNT F protease	UGM FP inh	GDH-TPI inh	FadD28 binding
O=C(NC(=S)N1CCOCC1)C12CCC3CC(CC(C3)C1)C2	-0.7	-5	1	1	2	0	0.6	7	-1.6
O=C(NNC(=S)Nc1ccccc1)c1cccc(S(=O)(=O)N2CCOCC2)c1	·	6	3	-9	-6	0	0.3	4	0.2
COc1ccc(C2C(C#N)=C(N)N(Nc3ccccc3)C3=C2C(=O)CC(C)(C)C3)cc1C (stereo unspecified)	-1.0	-12	15	-4	2	-5	-1.1	11	-2.4
CCCn1c(=N)n(CC(=O)c2ccc(Cl)c(Cl)c2)c2ccccc21	0.6	-1	2	27	3	-2	2.0	-7	-1.1
COC(=O)N1C(=O)[C@](c2ccccc2)(C2CCCCC2)N1C(=O)OC	0.4	3	3	-1	-1	4	-1.9	12	-1.0
Cc1ccc(/C=N/n2nnnc2N)cc1[N+](=O)[O-]	-0.1	3	-4	4	-20	-1	-1.6	18	-0.5
COC(=O)CSC1=C(C#N)C(c2ccc(Cl)cc2)C(C(=O)OC)C(=O)N1 (stereo unspecified)	0.4	-3	-8	-1	-1	0	-0.8	18	-0.6
O=C(CC1C(=O)NCCN1Cc1c(F)cccc1Cl)NC1CCCCCC1 (stereo unspecified)	1.7	7	4	-27	-1	-4	0.0	-3	-1.6
CC(CP(=O)(O)O)NC(=O)Cc1ccccc1 (stereo unspecified)	-0.7	2	0	3	-5	4	-1.8	-1	1.6
O=C(Nc1ccc2c(c1)C(=O)NC2=O)c1cc(Cl)ccc1Cl	-0.5	-4	19	11	6	-8	0.7	-6	-4.0
O=C(O)CCC(=O)N1N=C(c2cccs2)CC1c1cccc([N+](=O)[O-])c1 (stereo unspecified)	0.9	-4	-1	-1	-10	-28	0.4	15	-3.7
NS(=O)(=O)c1cccc(NC(=O)c2cc(-c3cccs3)nc3ccccc23)c1	1.1	-36	26	15	-4	-6	1.7	13	-3.3
COc1ccc(C(=O)NC(=S)Nc2ccc3oc(=O)ccc3c2)cc1[N+](=O)[O-]	-0.5	-11	0	2	-2	13	0.2	1	-5.6
CCOC(=O)C1C2C=CC3(CN(Cc4ccccc4)C(=O)C13)O2 (stereo unspecified)	-1.1	-2	2	-3	-7	-2	1.4	1	-1.0
Cc1nc(SCC(=O)c2cc3ccccc3oc2=O)c(C#N)c(-c2ccccc2)c1C(=O)Nc1ccccc1	-1.5	-2	-1	34	-4	-2	-1.8	19	0.0
COC(=O)c1cc(C(=O)OCC(=O)NC(=O)NCc2ccccc2)cc([N+](=O)[O-])c1	0.3	-7	0	7	-16	-1	-2.8	1	0.2
COc1cc2c(cc1OC)CN(C1CCCN(Cc3cc(Cl)ccc3O)C1)CC2 (stereo unspecified)	3.9	2	4	-10	-15	?	0.9	22	-0.4
COc1ccc(F)cc1S(=O)(=O)n1nc(C)cc1C	-4.1	-2	0	5	-7	-1	0.1	11	-0.4
CCC(C)(C)n1nnnc1C(c1cc2cc(C)cc(C)c2[nH]c1=O)N1CCN(C(=O)c2ccco2)CC1 (stereo unspecified)	-0.4	-3	6	-11	1	5	1.2	18	0.3
CCc1ccnc(NS(=O)(=O)c2ccc3c(c2)OCCO3)c1	-0.6	-2	1	-1	-2	4	0.9	-5	-0.4
COC(=O)C(Cc1c[nH]c2ccccc12)NC(=O)c1ccc2nc[nH]c2c1 (stereo unspecified)	7.8	·	-1	5	-3	?	·	2	-2.6
COc1ccc(CCNCc2ccc(-c3ccccc3)cc2)cc1OC	4.5	·	2	5	-9	-4	·	7	-1.9
Cn1c(O)c(/C=C2\N=c3ccccc3=C2CCNC(=S)NC2CC2)c(=O)n(C)c1=O	·	-5	0	-17	-7	-1	2.2	4	1.2
COCc1c(C(=O)Nc2ccc3nc(N4CCOCC4)sc3c2)oc2ccccc12	0.3	6	-1	-15	11	1	0.8	9	·
CC(OC(=O)C12CCC(=O)N1c1ccccc1S2)C(=O)Nc1cccc(Cl)c1 (stereo unspecified)	0.4	-11	-1	3	4	-16	-0.5	-3	-3.6
SMILES	Mtb BioA inh	Rv3671c protease	Mtb FBA inh	MazEF act	PrPC surface inh	BoNT F protease	UGM FP inh	GDH-TPI inh	FadD28 binding
Cn1c(=O)c2c(ncn2CC(=O)OCC(=O)Nc2cc(Cl)ccc2C#N)n(C)c1=O	-0.8	2	2	-19	-7	0	-0.4	9	-0.9
COc1ccc(CCCc2nnc(SCC(=O)Nc3ccccc3F)o2)cc1	·	4	1	-1	11	0	0.4	2	-0.7
CC(=O)N(Cc1ccccc1)c1ncc2c(n1)c(=O)c(C#N)c1ccccn12	3.6	-15	7	1	-54	23	2.0	22	-0.9
CC(=O)c1cnc(N2CCCCC2)nc1C	·	-8	2	-1	0	4	0.8	1	1.9
CC1(C(=O)NS(=O)(=O)c2ccc(Cl)s2)CCN1C(=O)C1(c2ccc(Cl)cc2)CC1 (stereo unspecified)	0.6	·	-3	·	-3	4	·	2	0.1
CC(C)(C)n1ncc2c(=O)n(CC(=O)NCCc3ccccc3)cnc21	1.5	-9	5	-1	2	4	3.2	3	0.9

Source: PubChem BioAssay (several laboratories)

Compounds were not picked by outcome, and some 4.8% of all compounds hit somewhere here.
